Bioassay records (PubChem BioAssay)
KCNH2 3.1 block = KCNH2 3.1 (human) potassium channel inhibition | U2OS KCNH2 3.1, thallium flux FluxOr; stronger effect = lower value | activity change, % (tested at about 1.8 µM) | 0.95% of 340,000 active;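 active means maximum activity change below -70%; inconclusive means maximum activity change from -70% to -50%; inactive means maximum activity change above -50%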;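 further: thallium influx rate constant from kinetic fluorescence after stimulation buffer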
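Thallium flux via FluxOr fluorescence (Red40 quencher, 45 min loading) in U2OS cells virally expressing the KCNH2 3.1 isoform (1.77 x 10^8 /mL virus, overnight at 37 C). Rate constants from 2-min kinetic reads post-stimulation, normalised to positive and negative controls.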
B2AR arrestin = recruits beta-arrestin to the human beta2-adrenergic receptor; 0.02% of 330,000 active; Potency, µM (titrated, usually from 46.1 µM), for the others: at the top dose activation, actives largely listed as activators; beta-arrestin recruitment to beta2AR, cell-based reporter; P07550;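 further: potency means the concentration at half of the fitted maximal effect; 0% = DMSO controls and full agonism = EC100 isoproterenol or metaproterenol; nearly all actives have a fitted effect of over 65% in size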
Coupling enz = coupling enzyme interference in Giardia aldolase counter-screen; activity change, negative = inhibition, % at 58.2 µM, hits read low; 0.67% of 290,000 active; coupling enzyme system counterscreen, AmpLite Red fluorescence; in the data active means activity change below about -30%
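Activity here indicates interference with the coupling reaction, not aldolase inhibition. Compounds at 57.5 uM final met coupling enzymes for 10 min at RT; substrate and AmpLite Red detection followed, with a 525/598 nm fluorescence read after 20 min.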
KCNH2 WT inh = KCNH2 (human, wildtype) channel inhibition; 0.37% of 340,000 active; U2OS, BacMam KCNH2, thallium flux FluxOr; stronger effect = lower value; activity change, % at 1.84 µM;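 active means maximum activity change below -70%; inconclusive means maximum activity change between -70% and -50%; inactive means maximum activity change above -50%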
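U2OS cells were transduced with wild-type KCNH2 virus (2.03 x 10^8 / mL) for 4 h at room temperature, then cultured overnight at 37 C. Thallium flux was read with FluxOr dye. Rate constants were normalized to DMSO controls.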
Eya2 phos inh = inhibitors of human Eya2 phosphatase activity. O00167. recombinant Eya2, OMFP fluorescence dephosphorylation (OMFP is methylfluorescein phosphate). 0.006% of 330,000 active. AID 488837. Potency, µM (titrated, usually from 76.9 µM), for inactives: at the highest dose activity, negative = inhibition, hits mostly inhibitors; further: potency means the concentration at half of the fitted maximal effect
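Eya2 protein (added as 0.2 uM solution) was preincubated with compound for 10 min at ambient temperature in 50 mM HEPES pH 7.5, 50 mM NaCl, 5 uM MgCl2, 0.05% BSA, 1 mM DTT. OMFP (added at 50 uM) then reacted 10 min; fluorescence read at 485/525 nm.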
Giardia killer = kills Giardia lamblia | 0.15% of 340,000 active | activity change, % at 7.66 µM, hits read low | Giardia lamblia trophozoite viability; in the data active means activity change below about -80%; inconclusive means between about -30% and that limit;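 further: parasites exposed to compound for two days anaerobically before the ATP read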
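Luminescence from cellular ATP indicates surviving trophozoites (100 cells/well) following 48 hrs anaerobic compound treatment at 37 deg C; signal develops 15-30 min at room temperature.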
USP2a inh = inhibitors of human ubiquitin-specific protease USP2a; 0.01% of 330,000 active; AID 463254; Potency, µM (series often up to 38.3 µM), without a hit: at the top dose activity change, negative = inhibition, most hits filed as inhibitors; USP2 core, Ub-CHOP2 coupled fluorogenic reporter, 485/531; O75604;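 further: potency means the concentration at half of the fitted maximal effect; plate controls were DMSO wells for no effect and full inhibition by NEM control for full effect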
Target sequence (O75604 whole entry, looked up): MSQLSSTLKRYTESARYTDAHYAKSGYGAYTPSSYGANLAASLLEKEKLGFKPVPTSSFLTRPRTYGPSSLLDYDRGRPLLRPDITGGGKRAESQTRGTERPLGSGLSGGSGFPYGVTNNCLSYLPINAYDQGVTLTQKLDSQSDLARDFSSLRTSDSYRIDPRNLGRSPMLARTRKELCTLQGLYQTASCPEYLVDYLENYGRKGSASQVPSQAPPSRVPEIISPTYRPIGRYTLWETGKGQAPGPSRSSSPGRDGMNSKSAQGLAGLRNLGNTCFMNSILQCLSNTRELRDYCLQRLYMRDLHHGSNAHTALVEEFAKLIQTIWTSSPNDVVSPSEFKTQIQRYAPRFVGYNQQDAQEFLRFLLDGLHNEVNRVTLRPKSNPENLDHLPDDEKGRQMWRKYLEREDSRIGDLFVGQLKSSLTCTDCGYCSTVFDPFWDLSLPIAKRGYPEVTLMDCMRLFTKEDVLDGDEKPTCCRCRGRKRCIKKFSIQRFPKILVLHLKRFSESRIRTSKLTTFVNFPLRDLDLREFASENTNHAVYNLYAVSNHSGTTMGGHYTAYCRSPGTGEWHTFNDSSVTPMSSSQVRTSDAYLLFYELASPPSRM
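Cell-free coupled assay: 10nM USP2 core preincubated 30min RT with compound in Tris-HCl pH 8.0/CaCl2/CHAPS buffer, then 25nM Ub-CHOP2 and 25nM reporter substrate; fluorescence (Ex 485/Em 531) read after 60min RT, normalized to NEM inhibition, concentration-response curves fitted.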
PKM2 activator = activators of human pyruvate kinase M2 | Potency, µM (top dose mostly 57.5 µM), for the others: at the top dose activation, hits mostly activators | P14618 | purified PKM2, Kinase-Glo ATP luminescence, activation; response scale: 0% is enzyme alone, no compound | AID 1631 | 0.34% of 260,000 active; further: potency means the concentration at half of the fitted maximal effect; nearly all actives have a fitted effect of over 55% in size
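Kinase-Glo luminescence reports ATP generated from ADP (0.1 mM) and PEP (0.5 mM) by purified hPK-M2 after 1 h at room temperature, pH 7.2 imidazole buffer; intermediate enzyme activity allows detecting inhibitors and activators.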
BCR signal inh = blocks chronic active B-cell receptor signaling; ABC-DLBCL IkBa-CBG/CBR reporter, luminescence ratio, 4 h; 0.05% of 340,000 active; Potency, µM (series often up to 46.1 µM), without a hit: at the top dose ratio change, negative = lower green/red ratio, hits mostly inhibitors; active means well fitted inhibition curve with a large enough effect in the signal ratio, with a control signal flat, not every such curve was filed as active; inconclusive means small, poorly fitted or top-dose-only effect, or effect the other way, or a change in a side signal; the % refers to the signal ratio;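 further: potency means the concentration at half of the fitted maximal effect; plate controls were basal doxycycline-induced cells for no effect and cells given 10 µM MG132 for full effect; MG132 reads +100%, hits lower the ratio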
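Cell line TMD8 (human ABC DLBCL), stably expressing tet-inducible CBG68-IkBa fusion and CBR; IMDM/0.5% FBS; cpd up to 46 uM; dox induction, 4 h, 37C/5% CO2; dual luminescence; green/red ratio; MG132 control.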
GALK inh = galactokinase (human) inhibition | Potency, µM (titrated, usually from 57.5 µM), inactives show top-dose activity change, negative = inhibition, usual class: inhibitors | AID 1868 | 0.007% of 270,000 active | Purified GALK, Kinase-Glo residual ATP luminescence; further: potency means the concentration at half of the fitted maximal effect
Target sequence (P51570 whole entry, looked up): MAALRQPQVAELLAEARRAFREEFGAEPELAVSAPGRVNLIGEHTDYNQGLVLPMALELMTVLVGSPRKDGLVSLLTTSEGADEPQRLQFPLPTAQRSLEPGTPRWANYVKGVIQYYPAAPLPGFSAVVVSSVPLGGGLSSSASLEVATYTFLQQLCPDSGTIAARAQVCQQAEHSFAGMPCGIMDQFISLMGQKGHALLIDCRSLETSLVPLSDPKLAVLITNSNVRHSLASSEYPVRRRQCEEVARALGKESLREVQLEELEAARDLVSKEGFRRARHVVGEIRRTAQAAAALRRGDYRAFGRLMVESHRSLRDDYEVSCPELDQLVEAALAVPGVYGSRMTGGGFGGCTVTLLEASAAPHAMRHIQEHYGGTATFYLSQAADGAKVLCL
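Luminescence from leftover ATP (Ultra-Glo luciferase/luciferin) served as read-out after a 1 h room-temperature reaction of 5 nM GALK with 35 uM ATP and 100 uM galactose.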
uPA surface inh = blocks generation of uPA at the cell surface; cell surface uPA generation assay, qHTS; Potency, µM (top dose mostly 38.3 µM), without a hit: top-dose activity change, negative = inhibition, actives largely listed as inhibitors; 0.31% of 330,000 active; active means well fitted inhibition curve with a large enough effect; inconclusive means small, poorly fitted or top-dose-only effect; inactive means no such curve, though single readings can be large or run the other way; tested in mouse RAW 264.7 cells; further: potency means the concentration at half of the fitted maximal effect; nearly all actives have a fitted effect of over 55% in size
* hit, by the source's call. Unless noted, the call rests on the fitted dose curve; in most records, active means well fitted curve in the direction sought with a large enough effect; inconclusive means small, poorly fitted or top-dose-only effect, or another doubt; inactive means no such curve, though single readings can be large; an effect the other way counts as inactive or inconclusive. Unless noted, on the % scale 0 is the no-effect control and ±100 the full control effect.

Results for CCN(CC)S(=O)(=O)c1cc(C(=O)Nc2cc(Cl)ccc2N2CCN(C)CC2)ccc1Cl ?
KCNH2 3.1 block: -9; B2AR arrestin: 0.0%; Coupling enz: -2; KCNH2 WT inh: -1; Eya2 phos inh: -33%; Giardia killer: -1; USP2a inh: -19%; PKM2 activator: 6%; BCR signal inh: 9%; GALK inh: 2%; uPA surface inh: -1%

Results for O=C(c1ccc2ccccc2c1)N1CCOCC1 ?
KCNH2 3.1 block: -2; B2AR arrestin: -0.7%; KCNH2 WT inh: -10; Eya2 phos inh: 17%; Giardia killer: 15; USP2a inh: 0%; BCR signal inh: 5%; uPA surface inh: 0%

What do the screens show for `Cc1cc(C)n2c(SCC(=O)Nc3ccc(F)cc3)nnc2n1`?
KCNH2 3.1 block: -3; B2AR arrestin: 0.1%; Coupling enz: 1; KCNH2 WT inh: -2; Eya2 phos inh: 12%; Giardia killer: -11; USP2a inh: 6%; PKM2 activator: 16%; BCR signal inh: inconclusive; GALK inh: -4%; uPA surface inh: -10%

What do the screens show for `Cc1ccccc1CC1SC(N)=NC1=O` (configuration not stated)?
KCNH2 3.1 block: -7; B2AR arrestin: -0.4%; Coupling enz: 0; KCNH2 WT inh: -22; Eya2 phos inh: -13%; Giardia killer: -6; USP2a inh: 1%; PKM2 activator: -5%; BCR signal inh: -6%; uPA surface inh: 4%

How did COc1ccc(-n2nc(C(=O)NCC(=O)N3CCN(c4ccccn4)CC3)c3ccccc3c2=O)cc1 do in these assays?
KCNH2 3.1 block: 0; B2AR arrestin: 0.4%; Coupling enz: -1; KCNH2 WT inh: 13; Eya2 phos inh: -12%; Giardia killer: -22; USP2a inh: 0%; PKM2 activator: 7%; BCR signal inh: 2%; GALK inh: -1%; uPA surface inh: -6%

How did O=C(c1ccc(S(=O)(=O)Nc2ccccc2F)cc1)N1CCCC1 do in these assays?
KCNH2 3.1 block: 9; B2AR arrestin: 0.3%; KCNH2 WT inh: 4; Eya2 phos inh: -15%; Giardia killer: -11; USP2a inh: -1%; BCR signal inh: -16%; uPA surface inh: -2%

What do the screens show for `O=C(CN(CC1CCCO1)C(=O)CNS(=O)(=O)c1ccc(F)cc1)NC1CCCCC1` (configuration not stated)?
KCNH2 3.1 block: -1; B2AR arrestin: -0.2%; Coupling enz: 0; KCNH2 WT inh: -10; Eya2 phos inh: 5%; Giardia killer: 13; USP2a inh: 1%; BCR signal inh: -1%; GALK inh: 1%; uPA surface inh: 0%

What do the screens show for `CN(C)CCN1C(=O)c2ccccc2C1=O`?
KCNH2 3.1 block: 1; B2AR arrestin: -0.1%; KCNH2 WT inh: -10; Eya2 phos inh: 6%; Giardia killer: -6; USP2a inh: -2%; BCR signal inh: -1%; uPA surface inh: 10%

Results for Cc1cc(C)c(OCC(O)CN2CCN(c3ccccn3)CC2)c(C)c1 (configuration not stated) ?
KCNH2 3.1 block: 0; B2AR arrestin: -0.3%; Coupling enz: 5; KCNH2 WT inh: 21; Eya2 phos inh: -2%; Giardia killer: 8; USP2a inh: -2%; PKM2 activator: 1%; BCR signal inh: inconclusive; GALK inh: -1%; uPA surface inh: 13%

What do the screens show for `O=Cc1cccc(Oc2ncccn2)c1`?
KCNH2 3.1 block: 7; B2AR arrestin: -0.1%; Coupling enz: 0; KCNH2 WT inh: -5; Eya2 phos inh: -12%; Giardia killer: -11; USP2a inh: 2%; PKM2 activator: 0%; BCR signal inh: inconclusive; GALK inh: 6%; uPA surface inh: 0%

Results for NC(=O)c1ccsc1NC(=O)COC(=O)c1ccccn1 ?
KCNH2 3.1 block: -5; B2AR arrestin: 0.2%; KCNH2 WT inh: 8; Eya2 phos inh: -2%; Giardia killer: 5; USP2a inh: 0%; BCR signal inh: 0%; uPA surface inh: -51%

How did Cc1ccccc1NC(=O)COC(=O)CNC(=O)c1sc2ccccc2c1Cl do in these assays?
KCNH2 3.1 block: 9; B2AR arrestin: -0.8%; Coupling enz: -1; KCNH2 WT inh: -12; Eya2 phos inh: -2%; Giardia killer: 30; USP2a inh: 0%; PKM2 activator: -4%; BCR signal inh: 5%; GALK inh: -7%; uPA surface inh: -2%

Results for O=C(CCC(=O)Nc1ccc(Cl)cc1Cl)NNC(=O)[C@@H]1CCCC[C@@H]1C(=O)O ?
KCNH2 3.1 block: 0; B2AR arrestin: -0.3%; Coupling enz: 8; KCNH2 WT inh: -4; Eya2 phos inh: 6%; Giardia killer: 25; USP2a inh: 1%; PKM2 activator: -2%; BCR signal inh: -4%; uPA surface inh: 1%

Results for Cc1ccc(C(=O)NC(=S)Nc2ccc(N3CCOCC3)cc2)cc1 ?
B2AR arrestin: -0.2%; Coupling enz: 0; KCNH2 WT inh: -3; Eya2 phos inh: 17%; Giardia killer: -21; USP2a inh: 8%; PKM2 activator: 2%; BCR signal inh: inconclusive; GALK inh: -1%; uPA surface inh: -4%

Results for Cc1nc(SCC(N)=O)[nH]c(=O)c1Cc1ccc(OC(C)C)cc1 ?
KCNH2 3.1 block: 8; B2AR arrestin: -1.0%; Coupling enz: 2; KCNH2 WT inh: 0; Eya2 phos inh: -5%; Giardia killer: -7; USP2a inh: -1%; PKM2 activator: 7%; BCR signal inh: -5%; GALK inh: 4%; uPA surface inh: 1%

Results for COc1ccc(/C=C2\N=C3CCCN3C2=O)cc1 ?
KCNH2 3.1 block: -7; B2AR arrestin: -0.3%; Coupling enz: -3; KCNH2 WT inh: 3; Eya2 phos inh: 3%; Giardia killer: -14; USP2a inh: -1%; PKM2 activator: -5%; BCR signal inh: inconclusive; GALK inh: -2%; uPA surface inh: -1%

Results for NNC(=O)c1ccc(Cl)cc1Cl ?
KCNH2 3.1 block: 10; B2AR arrestin: -0.6%; Coupling enz: 2; KCNH2 WT inh: -7; Eya2 phos inh: -4%; Giardia killer: 12; USP2a inh: 0%; PKM2 activator: 10%; BCR signal inh: inconclusive; GALK inh: 1%; uPA surface inh: 15%

Results for CN1CCN(C(=S)c2cn(CCOc3ccccc3)c3ccccc23)CC1 ?
KCNH2 3.1 block: -11; B2AR arrestin: 0.0%; Coupling enz: -2; Eya2 phos inh: -3%; Giardia killer: -19; USP2a inh: 0%; PKM2 activator: -3%; BCR signal inh: 25%; GALK inh: 0%; uPA surface inh: -2%

Results for CC(=O)Nc1cccc(NC(=O)c2sc3ncn(CC(=O)N4CCCCC4)c(=O)c3c2C)c1 ?
KCNH2 3.1 block: -2; B2AR arrestin: 0.3%; Coupling enz: -18; KCNH2 WT inh: 8; Eya2 phos inh: -33%; Giardia killer: 6; USP2a inh: 0%; PKM2 activator: -18%; BCR signal inh: -19%; GALK inh: 1%; uPA surface inh: 3%

Results for O=C(OCC(=O)N1CCOCC1)c1ccc(O)cc1 ?
KCNH2 3.1 block: -8; B2AR arrestin: -0.2%; Coupling enz: 2; KCNH2 WT inh: -4; Eya2 phos inh: 21%; Giardia killer: 6; USP2a inh: 1%; BCR signal inh: 0%; GALK inh: -2%; uPA surface inh: 0%

How did CCOc1nc(-c2ccc(C)cc2)ccc1-c1noc(-c2cccnc2)n1 do in these assays?
B2AR arrestin: 0.0%; Coupling enz: 1; Eya2 phos inh: -3%; USP2a inh: 1%; PKM2 activator: -7%; BCR signal inh: 7%; GALK inh: 1%

How did COc1ccc(-n2nc(C(=O)NCC(=O)NC3CCCCCC3)c3ccccc3c2=O)c(OC)c1 do in these assays?
KCNH2 3.1 block: -7; B2AR arrestin: -0.6%; Coupling enz: 2; KCNH2 WT inh: -13; Eya2 phos inh: -11%; Giardia killer: -3; USP2a inh: -1%; PKM2 activator: 9%; BCR signal inh: 0%; GALK inh: 5%; uPA surface inh: -2%

How did NC(=S)c1c(Cl)cc(C(F)(F)F)cc1Cl do in these assays?
KCNH2 3.1 block: -21; B2AR arrestin: 0.0%; Coupling enz: -2; KCNH2 WT inh: -1; Eya2 phos inh: -17%; Giardia killer: 4; USP2a inh: 4%; PKM2 activator: -2%; BCR signal inh: -3%; GALK inh: 10%; uPA surface inh: 3%

Results for Cn1nc(C(F)(F)F)c(-c2ccc(F)cc2)c1NC(=O)CSCC(=O)O ?
KCNH2 3.1 block: -6; B2AR arrestin: 0.1%; Coupling enz: 15; KCNH2 WT inh: 5; Eya2 phos inh: 16%; Giardia killer: 16; USP2a inh: -3%; PKM2 activator: -6%; BCR signal inh: 4%; uPA surface inh: 0%

Rows are unselected. About 2.4% of those tested had a hit in this group.
